Bioassay records deposited in PubChem BioAssay by The Scripps Research Institute Molecular Screening Center.
PAD4 FP inh: PAD4 (human) enzyme inhibition; recombinant PAD4, RCA probe fluorescence polarization; inhibition, % at 6.36 µM; AID 485272; Q9UM07; hit rate 0.41% among 330,000;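 active means percent inhibition above a cutoff equal to the mean of all tested compounds plus 3 SD, cut at about 15% in these data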;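 further: 0% = PAD4 with RCA probe and DMSO and 100% = probe without PAD4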
Target sequence (Q9UM07 whole entry, looked up): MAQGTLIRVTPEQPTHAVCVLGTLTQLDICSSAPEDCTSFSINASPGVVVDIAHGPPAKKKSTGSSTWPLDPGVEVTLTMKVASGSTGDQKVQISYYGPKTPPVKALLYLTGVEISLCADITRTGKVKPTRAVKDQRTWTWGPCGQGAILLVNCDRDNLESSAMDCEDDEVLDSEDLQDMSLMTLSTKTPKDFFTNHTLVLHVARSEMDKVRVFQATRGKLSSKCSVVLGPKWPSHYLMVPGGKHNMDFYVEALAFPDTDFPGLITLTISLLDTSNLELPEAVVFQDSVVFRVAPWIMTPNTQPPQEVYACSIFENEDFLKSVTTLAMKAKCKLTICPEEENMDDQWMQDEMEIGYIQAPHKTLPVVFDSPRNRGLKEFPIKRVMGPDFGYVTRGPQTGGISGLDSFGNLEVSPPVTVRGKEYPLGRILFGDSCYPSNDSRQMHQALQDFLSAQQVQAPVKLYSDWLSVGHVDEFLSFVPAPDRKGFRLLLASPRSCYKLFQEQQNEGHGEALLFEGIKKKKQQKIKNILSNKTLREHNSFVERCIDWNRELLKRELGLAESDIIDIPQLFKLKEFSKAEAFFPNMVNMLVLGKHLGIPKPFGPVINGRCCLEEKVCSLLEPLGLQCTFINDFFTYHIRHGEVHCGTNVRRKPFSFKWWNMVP
GSTO1 inh: GSTO1 inhibition, counter-screen for RBBP9 inhibitors. P78417. recombinant GSTO1, activity-based probe fluorescence polarization. inhibition, % at 5.96 µM. hit rate 1.1% among 300,000. AID 1974;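 active means inhibition above the campaign mean inhibition plus 3 SD, cut at about 35% in these data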;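 further: 0% = GSTO1-1 with DMSO and 100% = wells lacking GSTO1-1 enzyme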
PAFAH2 FP inh: inhibitors of human PAFAH2; Q99487; recombinant PAFAH2, FP-rhodamine activity probe, fluorescence polarization; inhibition, % at 3.39 µM; hit rate 0.99% among 340,000;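 active means inhibition above the mean over all tested compounds plus 3 SD, cut at about 30% in these data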;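 further: inhibitors block probe labeling of enzyme so polarization drops; 0% = enzyme with DMSO and 100% = wells lacking PAFAH2 protein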
LYPLA2 inh: counter-screen for PME1 inhibitors: inhibitors of human LYPLA2 | recombinant LYPLA2, FP-Rh probe fluorescence polarization | hit rate 0.38% among 320,000 | AID 2177 | inhibition, % at 5.9 µM;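 active means inhibition above the screen-wide mean plus 3 SD, limit set per campaign, cut at about 26% in these data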;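 further: 0% = LYPLA2 with DMSO and 100% = wells lacking LYPLA2 enzyme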
PAFAH1B2 inh: inhibitors of human PAFAH1B2. P68402. recombinant PAFAH1B2, FP-rhodamine activity probe, fluorescence polarization. inhibition, % at 3.39 µM. hit rate 1.2% among 340,000. AID 492953;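 active means inhibition above the mean of all tested compounds plus 3 SD, cut at about 24% in these data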;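 further: 0% = enzyme with DMSO and 100% = wells lacking PAFAH1B2; many of its hits are not listed in these tables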
Target sequence (P68402 whole entry, looked up): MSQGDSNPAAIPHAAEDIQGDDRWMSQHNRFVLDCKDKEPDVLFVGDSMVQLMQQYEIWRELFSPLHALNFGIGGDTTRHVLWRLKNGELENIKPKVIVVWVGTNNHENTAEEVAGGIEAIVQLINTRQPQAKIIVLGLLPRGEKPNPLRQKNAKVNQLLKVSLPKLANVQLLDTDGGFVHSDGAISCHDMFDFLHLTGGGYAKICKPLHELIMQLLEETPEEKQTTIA
pPAFAH FP inh: pPAFAH (human) enzyme inhibition; Q13093; recombinant pPAFAH, FP-rhodamine probe fluorescence polarization; inhibition, % at 3.39 µM; hit rate 1.5% among 330,000; AID 463082;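 active means inhibition above the mean inhibition across the screen plus 3 SD, cut at about 25% in these data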;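 further: inhibitors block binding of the rhodamine activity-based probe so polarization drops; 0% = enzyme with DMSO and 100% = wells lacking pPAFAH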
LYPLA1 inh: blocks human lysophospholipase 1, a PME1 counter-screen; O75608; recombinant LYPLA1, FP-Rh probe fluorescence polarization; inhibition, % at 5.9 µM; hit rate 0.16% among 320,000;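 active means inhibition above the mean of all tested compounds plus 3 SD, set per campaign, cut at about 14% in these data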;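 further: inhibitors block serine hydrolase probe labeling of LYPLA1 so polarization falls; 0% = enzyme with DMSO and 100% = wells lacking LYPLA1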
PME-1 primary: blocks human protein phosphatase methylesterase 1; recombinant PME-1, FP-Rh probe fluorescence polarization; Q9Y570; inhibition, % at 5.9 µM; AID 2130; hit rate 0.53% among 320,000;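 active means inhibition above the campaign mean of all compounds plus 3 SD, cut at about 26% in these data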;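 further: competitive labeling of PME-1 active site by serine hydrolase directed probe; 0% = PME-1 with DMSO and 100% = wells lacking PME-1 enzyme; inhibitors block probe labeling so polarization falls and inhibition rises; many of its hits are not listed in these tables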
PAFAH1B3 FP inh: PAFAH1B3 (human) inhibition; recombinant PAFAH1B3, FP-rhodamine probe, fluorescence polarization; inhibition, % at 3.39 µM; hit rate 0.28% among 340,000; AID 492972;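 active means inhibition above the screen-wide average of all tested compounds plus 3 SD, cut at about 25% in these data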;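 further: 0% = enzyme with DMSO only and 100% = wells lacking PAFAH1B3 protein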
* = called active by the depositor; nt = not tested or not shown. A portion of the library; count on the stated rates, not on these rows.

canonical_smiles,PAD4 FP inh,GSTO1 inh,PAFAH2 FP inh,LYPLA2 inh,PAFAH1B2 inh,pPAFAH FP inh,LYPLA1 inh,PME-1 primary,PAFAH1B3 FP inh
O=C(NCc1ccc(Cl)cc1)c1noc2c1CCCCC2,1,0,-20,4,1,4,-2,7,-3
Cc1ccc(OCC(O)CN2CCN(Cc3ccc4c(c3)OCO4)CC2)cc1C (configuration not stated),2,3,-2,8,4,4,-1,-2,5
c1ccc(NC2=NCCN2CC2CCCC2)cc1,-3,5,2,1,-5,9,-1,2,9
Cc1ccc(Nc2nnc(-c3ccccc3N)o2)cc1C,2,13,3,10,-2,3,2,10,2
O=C(NCCc1ccco1)c1nn(Cc2ccccc2)c(=O)c2ccccc12,1,0,-2,-4,-1,1,2,9,-6
S=C1NC2=C(C(c3ccc(Br)cc3)N1)N1CCC2CC1 (configuration not stated),-1,-3,-1,3,4,9,5,1,6
O=C(Nn1cnc2ccccc2c1=O)c1ccc(Cl)c([N+](=O)[O-])c1,-3,-1,-8,-1,2,6,-1,-4,1
Cc1ccc(NC(=O)COC(=O)Cc2ccccc2)cc1S(=O)(=O)N1CCOCC1,0,nt,26,nt,-2,6,nt,nt,3
CC1=NNC(=O)C1CCC(=O)N/N=C(\C)c1ccccc1 (configuration not stated),-5,5,-8,1,-1,-1,2,1,10
Cc1cc(SCCC(=O)O)nc2ccccc12,-4,-3,2,0,2,-2,3,-4,6
Cc1ccc(NC(=O)CSc2nc(N)c(-c3ccccc3)c(=O)[nH]2)cc1Cl,3,0,-3,-2,-3,-2,-2,-4,7
CCCn1c(SCC(=O)N2CCN(CC)CC2)nc2c1c(=O)n(C)c(=O)n2C,0,6,11,4,0,4,-4,-5,2
CC(=O)Nc1nnc(SCC(=O)Nc2ccc3c(c2)OCCO3)s1,-6,1,6,0,3,3,2,-1,1
Cc1noc(C)c1NC(=O)N(C)C[C@H]1Oc2ccc(NC(=O)C3CCCCC3)cc2C(=O)N([C@H](C)CO)C[C@@H]1C,2,nt,3,nt,4,-1,nt,nt,11
Cc1ccc(NC(=O)CN(c2ccccc2)S(=O)(=O)N(C)C)cc1,1,6,-7,-2,-3,1,1,5,3
Cc1c(Br)c([N+](=O)[O-])nn1CC(=O)NCc1cccnc1,-1,3,-1,-6,-1,1,-3,4,6
CCOC(=O)/C(C#N)=C/c1ccc(OCC(=O)Nc2ccccc2)c(OC)c1,-1,0,-10,-10,-3,-8,-4,2,3
CC(=O)Nc1ccc(S(=O)(=O)N2CCN(CC3CC4C=CC3C4)CC2)cc1 (configuration not stated),-3,-3,-3,3,2,3,4,-1,4
Cc1ccc(S(=O)(=O)NC(=O)NC(C)c2ccc(F)cc2)cc1 (configuration not stated),-2,3,1,0,19,4,-1,-5,1
O=c1c2ccccc2c(C=NCCCN2CCOCC2)c(O)n1Cc1ccc2c(c1)OCO2,-1,9,4,4,1,9,-2,-2,0
CCOC(=O)c1cccc(NC(=O)CCNS(=O)(=O)c2ccc3c(c2)CCN3C(=O)CC)c1,1,-2,1,0,1,2,-15,-2,3
c1ccc(-c2cnnc(-c3ccccn3)n2)cc1,3,2,2,3,-2,5,1,2,8
CCCCNC(=O)NC12CC3CC(CC(C3)C1)C2,-4,8,7,-3,4,-1,-3,1,-6
CCOC(=O)C1=C(c2ccccc2)NC(SCC(=O)Nc2cccc(C)c2)=C(C#N)C1c1ccco1 (configuration not stated),2,-5,-75,-81,-6,-32,-38,-79,12
CCCCCC(=O)Nc1ccc2oc(-c3cncc(Br)c3)nc2c1,-6,5,3,2,3,2,1,2,2
Cc1cccc(C(=O)NCc2nnc(SCC(=O)Nc3nncs3)n2C)c1,-4,-2,-4,-5,-1,-4,0,-2,8
O=C(COC(=O)c1n[nH]c(=O)c2ccccc12)c1ccccc1,-8,-2,-4,0,4,3,2,3,16
COc1ccc(S(=O)(=O)N2CC(O)C[C@H]2C(=O)OCC(=O)N2CCCCCC2)cc1 (some centres not stated),-1,11,0,4,2,2,6,-1,5
COc1ccc(C(=O)NCC(=O)NCC(=O)OCC(=O)C(C)(C)C)cc1,1,7,-2,0,0,-6,-6,3,7
Cc1ccc(Cn2cc(/C=N/Nc3ccc([N+](=O)[O-])cn3)c3ccccc32)cc1,-7,-8,3,2,2,9,1,4,1
C=CCOc1c(Br)cc(C2NC(=O)NC(C)=C2C(C)=O)cc1OCC (configuration not stated),-3,1,-9,-2,6,3,-5,-8,0
CCC(NC(=O)NCCCn1ccnc1)(C(F)(F)F)C(F)(F)F,1,-1,7,-2,0,-1,-3,3,1
CC(C)Cc1ccc(C(C)C(=O)Nc2ccccc2O)cc1 (configuration not stated),0,5,-3,1,4,10,-1,-6,-3
Cc1oc(-c2cc(F)ccc2F)nc1CN1CCC(C(=O)N2CCOCC2)CC1,-5,1,-3,-2,1,0,-4,2,-3
Cc1nc(-c2nnc(SCC(=O)Nc3ccc(C(F)(F)F)cc3)n2C)cs1,2,-8,-11,-3,7,3,2,-4,-1
Cc1ccc(C(=O)CNc2nc3c(c(=O)[nH]c(=O)n3C)n2Cc2ccccc2)cc1,4,-25,0,7,1,4,1,4,8
Fc1ccccc1Cn1nnc2c(NCCc3ccccn3)ncnc21,0,5,7,1,4,3,-2,6,-1
O=C(c1scc2c1CCCC2)N1CCOCC1,-3,3,-4,0,6,7,4,-1,14
Cc1ncoc1C(=O)N1CCc2c([nH]c3ccccc23)C1c1ccccc1F (configuration not stated),0,6,15,1,2,4,-1,-1,8
CCCCNC(=O)Cn1c(=O)c2c(ncn2CC)n(Cc2ccccc2)c1=O,-2,3,-6,10,-5,3,1,3,4
CCOc1ccc(CC(=O)N2CCN(c3ccc(N4CCOCC4)nn3)CC2)cc1OCC,2,-1,-2,-1,4,-3,-2,-4,7
CCCCCCSc1nsc(NC(=O)CCC)n1,-2,1,3,-4,4,0,-5,3,2
O=C(COC(=O)Cn1cnc2ccccc21)Nc1cccc([N+](=O)[O-])c1,-5,-11,11,2,-1,-2,-1,-4,2
Cc1ccccc1Nc1nc(N)nc(COC(=O)[C@@H](NC(=O)c2c(F)cccc2F)C(C)C)n1,-3,4,-2,-2,7,1,1,4,-2
CC(C)CCN1CC(C(=O)NCc2ccccc2)CC1=O (configuration not stated),2,0,3,-1,-3,3,-3,7,0
Cc1ccc(NC2=NC3(CCCCC3)N=C(N)N2)c(C)c1,3,-3,4,3,5,-1,-3,2,2
Cc1ccc(CNC(=O)c2cc(S(=O)(=O)N3CCCCC3)ccc2N2CCOCC2)cc1,-3,nt,-3,2,0,5,2,4,6
Clc1ccccc1-c1csc(Nc2cccnc2)n1,1,6,-7,0,5,10,2,-6,4
CCNS(=O)(=O)c1ccc(C)c(-n2cnnn2)c1C,-2,5,3,2,4,5,-3,-8,0
O=S(=O)(c1ccc(Br)cc1)N1CCCN(Cc2ccccc2F)CC1,1,10,0,7,10,0,0,3,4
COc1ccc(O)c(CN2CCCC(N3CCN(c4ccc(F)cc4)CC3)C2)c1 (configuration not stated),0,2,1,1,2,-1,1,4,16
COc1ccc(C(F)(F)F)cc1N/C=C\c1nnnn1-c1ccc(C)cc1,4,-4,-11,-2,-4,14,-6,1,-1
CCCCC(CC)COP(=O)(OCC(CC)CCCC)OCC(CC)CCCC (configuration not stated),-1,nt,4,6,3,4,4,-9,9
NC(=O)c1sc2cc(C(F)(F)F)cnc2c1-c1ccccc1,-5,3,4,0,4,2,1,-5,2
Cc1[nH]c2ccccc2c1SCc1nnc(SCc2ccc(Cl)cc2)n1C,-2,0,30*,7,23,9,0,6,5
Cc1ccccc1-c1noc(-c2cccs2)n1,2,0,-1,1,0,-3,-2,-4,6
CC1=CC(C)(C)n2c(O)c(N=N)c3c(C)ccc1c32,-2,3,4,6,-3,3,6,7,5
c1ccc(-c2ccccc2OCCOCCN2CCCCC2)cc1,3,4,-6,0,4,0,2,-8,-1
Cc1ccc(/C=C2/NC(=O)[C@H](C)NC2=O)cc1,2,5,-3,-1,3,3,-3,-2,9
COc1ccc(-c2nc(Cn3c(SCc4ccccc4F)nc4ccncc43)c(C)o2)cc1,2,5,-4,2,1,-2,0,-4,8

(listing goes on)
canonical_smiles,PAD4 FP inh,GSTO1 inh,PAFAH2 FP inh,LYPLA2 inh,PAFAH1B2 inh,pPAFAH FP inh,LYPLA1 inh,PME-1 primary,PAFAH1B3 FP inh
O=C(Cn1nc(Cc2cccnc2)c2ccccc2c1=O)N1CCN(C(=O)c2ccco2)CC1,-1,0,7,-1,4,-1,3,-2,4
CCS(=O)(=O)c1ccccc1C(=O)NC1CCCc2ccccc21 (configuration not stated),5,4,-2,-12,5,-1,-3,-2,-2
C=CC(=O)NC1CC2CCC1(C)C2(C)C (configuration not stated),0,6,-9,0,1,-2,-1,1,5
O=C1COc2ccc(N3C(=O)C=CC3=O)cc2N1,-4,3,nt,1,nt,0,-4,-3,nt
Cc1ccc(C)c(OCCC(=O)NCCc2ccc(Cl)cc2)c1,1,-7,1,4,19,5,-2,6,-1
CSCCNCc1cn(-c2ccc(F)cc2F)nc1-c1ccccc1C,5,15,1,3,4,-3,-1,-8,3
CN(C)C/C(Cl)=C(\Cl)c1ccccc1,-5,3,-5,4,-2,5,0,0,5
